HTR5A ag – HTR5A agonists in luminescence cell assay, primary screen, counter-screen for OPRM1-OPRD1 heterodimer agonist project, full-deck HTS; 5-hydroxytryptamine receptor 5A (Homo sapiens), P47898; cell-based; activation, % at 9.3 µM; 340,000 compounds, 0.61% hits; AID 504692, 2011; in the data active = activation mostly above about 9.5%, no sharp cut-off; inactive = mostly below about 7.6%;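 note: 0% = cells with vehicle only and 100% = reference agonist; strong numbers were not always called active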
Target sequence (P47898 whole entry, looked up): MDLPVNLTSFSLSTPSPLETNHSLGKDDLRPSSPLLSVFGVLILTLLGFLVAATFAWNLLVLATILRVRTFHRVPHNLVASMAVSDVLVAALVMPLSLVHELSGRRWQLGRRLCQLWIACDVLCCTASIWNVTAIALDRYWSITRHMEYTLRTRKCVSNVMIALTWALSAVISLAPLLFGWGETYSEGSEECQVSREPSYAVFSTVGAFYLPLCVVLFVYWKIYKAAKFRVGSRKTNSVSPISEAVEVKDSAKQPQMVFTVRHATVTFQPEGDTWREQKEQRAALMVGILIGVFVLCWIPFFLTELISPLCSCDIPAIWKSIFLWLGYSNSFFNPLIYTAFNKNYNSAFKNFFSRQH
SR-BI DiI inh – inhibitors of SR-BI mediated HDL lipid uptake, primary screen, ldlA[mSR-BI] cells, fluorescence, single point | Scavenger receptor class B member 1 (Mus musculus), Q61009 | ldlA[mSR-BI] CHO cells, DiI-HDL uptake fluorescence, 3 h | inhibition, % at 12.5 µM | 320,000 compounds, 0.96% hits;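 active = mean replicate inhibition of at least 70% and a set share of replicates each scoring 70 or more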;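 note: 0% = median of neutral control wells and 100% = median of positive control wells; values of inactives mirror those of a sister screen read the other way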
CDK5 p35 inh – inhibitors of human CDK5/p35 kinase, primary screen, biochemical, single concentration. Recombinant CDK5/p35, ADP-Glo luminescence, 60 min. Cyclin-dependent kinase 5 (Homo sapiens) + Cyclin-dependent kinase 5 activator 1 (Homo …. inhibition, % at 10 µM. 330,000 compounds, 0.01% hits;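 active = highest replicate inhibition of at least 50% and at least 75% of replicates reaching 50%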;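 note: plate controls were DMSO neutral control for no effect and GW8510 at 10 µM for full effect; many of its hits are not listed in these tables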
Target sequence (Q00535 whole entry, looked up): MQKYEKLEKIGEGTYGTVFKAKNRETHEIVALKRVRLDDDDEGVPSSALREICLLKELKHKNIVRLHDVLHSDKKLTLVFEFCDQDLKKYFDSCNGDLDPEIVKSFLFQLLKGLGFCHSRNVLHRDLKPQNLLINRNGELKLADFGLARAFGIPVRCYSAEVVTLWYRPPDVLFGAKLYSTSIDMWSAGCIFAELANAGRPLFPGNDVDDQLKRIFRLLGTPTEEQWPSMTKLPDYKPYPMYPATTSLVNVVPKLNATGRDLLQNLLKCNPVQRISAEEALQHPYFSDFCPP
Target sequence (Q15078 whole entry, looked up): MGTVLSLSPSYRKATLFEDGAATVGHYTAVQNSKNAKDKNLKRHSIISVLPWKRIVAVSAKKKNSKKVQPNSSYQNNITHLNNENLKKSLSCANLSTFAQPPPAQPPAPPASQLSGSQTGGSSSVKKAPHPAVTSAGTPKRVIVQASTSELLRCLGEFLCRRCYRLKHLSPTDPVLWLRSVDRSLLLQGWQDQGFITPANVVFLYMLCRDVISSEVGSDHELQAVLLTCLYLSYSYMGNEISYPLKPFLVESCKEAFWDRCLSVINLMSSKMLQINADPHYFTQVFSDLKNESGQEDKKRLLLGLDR
Wnt bcat act – Wnt/beta-catenin pathway activators, primary screen, cell-based, plate reader, single point; Wnt/beta-catenin reporter cell assay, activator; activation, % at 9.35 µM; 300,000 compounds, 1.2% hits; AID 743398, 2014; in the data active = activation above about 30%, passing the limit was not always enough;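 note: 0% = neutral control wells and 100% = positive control wells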
V-ATPase pHluor – regulators of yeast V-ATPase proton pumping, primary screen, pHLuorin cytosolic pH fluorescence | S. cerevisiae | response, % at 10 µM | 350,000 compounds, 0.37% hits; in the data active = response mostly above about 7.3%, no sharp cut-off; inactive = mostly below about 5.4%; note: actives read high; inactives centre near 0; some compounds called inactive have numbers as strong as hits; reference of the scale not given here
dFosB act – activators of delta FosB homodimer, primary screen, biochemical, fluorescence polarization, TAMRA-CDK5 oligo, single point; Protein FosB (Mus musculus), P13346; purified delta FosB; percent of positive-control signal above neutral wells; activation, % at 25 µM; 340,000 compounds, 0.99% hits; AID 493131, 2011;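 active = mean activation above about 17%, with every replicate also reaching it, limit read from the data, passing the limit was not always enough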;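 note: fluorescence polarization rise as delta FosB binds a TAMRA Cdk5 AP-1 oligo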
HTR5A inv ag – HTR5A inverse agonists in luminescence cell assay, primary screen, counter-screen for OPRM1-OPRD1 heterodimer inverse agonist project, full-deck HTS. AID 504634, 2011. 340,000 compounds, 0.083% hits. 5-hydroxytryptamine receptor 5A (Homo sapiens), P47898. HTR5A cell line, inverse agonism. inhibition, % at 9.3 µM; in the data active = inhibition mostly above about 23%, no sharp cut-off; inactive = mostly below about 18%;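 note: 0% = cells with DMSO and 100% = no-cell wells with DMSO; some compounds called inactive have numbers as strong as hits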
PvdQ acylase – P. aeruginosa PvdQ acylase inhibitors, primary screen, biochemical, fluorescence, plate reader and imaging, single point; purified PvdQ acylase; inhibition, % at 10 µM; 340,000 compounds, 0.063% hits; in the data active = inhibition above about 30%, passing the limit was not always enough;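 note: 0% = vehicle neutral wells and 100% = reference inhibitor wells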
MITF act – activators of MITF-driven TRPM1 promoter reporter, primary screen, cell-based, SK-MEL-5, luciferase, single point | activation, % at 12.5 µM | AID 588334, 2011 | 300,000 compounds, 0.75% hits | SK-MEL-5 TRPM1-promoter luciferase, 24 h; % of positive control, neutral wells = 0;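 active = mean activation of at least 80% with every replicate also reaching 80%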;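 note: 0% = neutral control wells and 100% = parthenolide positive control wells; values of inactives mirror those of a sister screen read the other way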
NSD2 HMT inh – NSD2 histone methyltransferase inhibitors, primary screen, biochemical, AlphaScreen, single concentration, set 2; Histone-lysine N-methyltransferase NSD2 (Homo sapiens), O96028; NSD2 peptide methylation, 120 min; inhibition, % at 12.5 µM; 310,000 compounds, 0.54% hits; in the data active = inhibition above about 50%
Active calls of the source: *; / = not tested or not shown. Not a hit list (roughly 5% active in at least one column).

SMILES	HTR5A ag	SR-BI DiI inh	CDK5 p35 inh	Wnt bcat act	V-ATPase pHluor	dFosB act	HTR5A inv ag	PvdQ acylase	MITF act	NSD2 HMT inh
O=C(NN1C(=O)C2C(c3ccccc3)C=CC(c3ccccc3)C2C1=O)c1ccncc1 (centres undefined)	2	-1	-2.0	-9	11	-5	-6	-4	-2	5
Cc1nc(CSc2ccc(Cl)cc2)cc(N2CC(C)OC(C)C2)n1 (centres undefined)	-3	17	1.0	3	0	-3	-3	-11	-8	-3
COCC(=O)/C=C1\Sc2ccccc2N1C	7	10	-1.2	-3	-3	7	4	6	9	-5
Cc1c(C(=O)Nc2cc(F)ccc2F)sc2nc3n(c(=O)c12)CCCCC3	-2	3	0.5	18	-1	12	-13	-10	74	1
CCC(=O)Nc1ccc(NC(=O)c2ccco2)c(OC)c1	4	46	1.9	41*	5	4	-17	7	57	-3
CC(C)c1ccc(NC(=O)C(=O)c2cn(CC(=O)N3CCCCC3)c3ccccc23)cc1	5	24	-0.8	-3	1	-8	-4	7	5	-3
CCOCCCNC(=O)CCn1nc(-c2ccc(Cl)cc2)ccc1=O	-6	14	0.4	2	0	-1	22	-13	-11	-2
CN(C)S(=O)(=O)c1ccc(C(=O)NCC(=O)N/N=C/c2cccs2)cc1	4	-4	0.2	2	-2	0	-9	-10	4	0
O=C(CSc1n[nH]c(-c2ccncc2)n1)Nc1ccc(Br)cc1	11	-2	0.2	-1	2	-14	2	-16	-15	1
O=C(Nc1nc(-c2cc3ccccc3oc2=O)cs1)c1ccc(Br)o1	0	-2	1.2	/	1	-19	-1	-21	8	-1
CC(=O)OCc1nc2sc3c(c2c(=O)[nH]1)CCCC3	0	-42	2.4	-4	5	-4	2	0	5	3
COc1ccc(N2CCN(C3CCCN(Cc4cccc(OC)c4)C3)CC2)cc1 (centres undefined)	8	13	0.3	0	6	-5	-22	0	-2	7
COC(C(=O)Nc1cccc([N+](=O)[O-])c1)c1ccccc1 (centres undefined)	-6	0	2.6	-2	0	4	17	-13	-2	0
COc1ccc(N(CC(=O)NCC2CCCO2)S(=O)(=O)c2ccccc2)cc1OC (centres undefined)	-6	/	-0.5	-1	3	-3	16	-8	-29	3
COc1ccc(-c2oc3ccc(-c4cc(OC)c(OC)c(OC)c4)cc3c2C#Cc2ccccn2)cc1	-2	56	-0.7	-2	1	-8	-18	-5	-9	/
COc1cccc(Nc2nc(CN3CCOCC3)nc3sc4c(c23)CCCC4)c1	6	17	0.0	0	-1	3	17	6	-6	-2
c1c2c(cc3sc(N4CCOCC4)nc13)OCCO2	5	-15	11	-10	1	5	-7	-8	-43	4
O=C(CN1CCN(c2ccc(F)cc2)CC1)N1CCC(Cc2ccccc2)CC1	0	31	-0.6	/	2	4	-1	-6	-3	7
O=C(NCc1ccco1)/C(=C/c1ccc([N+](=O)[O-])cc1)NC(=O)c1ccco1	-2	10	-0.3	-2	1	6	5	-1	2	3
COc1cc(OC)cc(-c2nnc(NC(=O)Cc3ccc(F)cc3)o2)c1	-3	-8	0.2	4	-3	-2	-2	-3	-13	8
CN(Cc1ccccc1)S(=O)(=O)c1ccc(Cl)c(C(=O)NCc2cccnc2)c1	4	4	1.1	-1	4	-7	-3	-10	-17	-2
O=C(NC(=S)Nn1cnnc1)c1ccccc1Cl	-2	-14	-2.2	-1	-2	5	10	-13	-12	-1
CCc1ccc(/C=C2/C(=O)N(C)C(=S)N2CC(=O)OC)s1	-5	11	-1.1	-5	-2	1	15	-8	-6	0
COc1cc(/C=C(\C#N)c2nc3ccccc3[nH]2)ccc1OC(=O)c1ccco1	1	26	-0.5	28	0	27*	-7	1	10	1
CCCN1C2CCCC1CC(NC(=O)c1ccc(C(C)(C)C)cc1)C2 (centres undefined)	3	8	-1.0	0	4	6	-10	-2	27	7
COC(=O)CCN(C(=O)c1cc([N+](=O)[O-])cc([N+](=O)[O-])c1)c1ccccn1	-1	-20	-0.3	-3	1	-1	3	-13	-4	37
COc1ccc(C(C)=O)cc1CSCCC#N	8	-16	-0.1	/	1	0	-17	-13	7	-1
CNC(=O)c1ccsc1NC(=O)CCS(=O)(=O)c1ccc(C)cc1	1	-5	-0.3	-2	2	-1	-4	6	-8	-2
Cc1ccc(-c2csc(NC(=O)c3cccs3)n2)cc1	1	35	0.4	-1	-2	2	-2	-5	/	18
O=c1cc(-c2ccc(O)cc2)oc2cc(O)cc(O)c12	8	39	2.2	46*	-1	-27	6	-9	94*	/
Cc1nc2ccccc2c2oc(C(=O)N3CCc4ccccc4C3)cc12	1	27	3.7	-4	2	3	-2	17	-2	/
O=C(NCC1CCCO1)C(=O)N/N=C/c1cccc(Cl)c1 (centres undefined)	-3	9	0.3	-1	5	3	9	-3	4	-2
c1cc(-n2nnc3cnccc32)ccn1	-4	-3	1.2	0	3	0	-2	7	/	-4
COc1ccc(-c2noc(COc3ccc4c(c3)OCO4)n2)cc1OC	5	7	-1.4	/	0	2	-13	-1	-6	18
Cc1cc(C)c2c(n1)nn1c(NCCOCCO)cc(C)nc21	-2	-6	/	-2	1	-12	1	0	-3	-3
Cn1c(=O)n(C)c2cc(/C=N/n3cnnc3)ccc21	2	-10	-1.4	/	5	-5	-5	-5	/	36
O=C(Nc1ccc2c(c1)OCCO2)C1CCN(S(=O)(=O)Cc2ccccc2)CC1	-2	11	-0.4	-4	4	7	13	-8	6	1
CN(C)c1cccc(NC(=O)Cc2ccc(F)cc2)c1	18*	17	1.0	0	4	1	12	-6	-5	1
COc1ccc(C2=NN(C(=O)CCC(=O)O)C(c3ccccc3)C2)cc1 (centres undefined)	-4	-9	0.0	13	2	-2	14	3	-4	-3
CCOc1ccc(N(CC(=O)Nc2ccc(OC)cc2)S(C)(=O)=O)cc1	-1	-27	-0.2	-1	-1	-7	24	-4	/	0
COc1ccc(NC(=O)c2cc3ccc4c5ccccc5[nH]c4c3cc2O)cc1	5	69	0.8	-1	-2	5	-18	4	6	3
COc1cc(C(N)=O)cc(Cl)c1OC	-5	-6	-2.1	-2	3	-5	13	0	15	4
CCOc1ccc(N(CC(=O)Nc2cc(OC)cc(OC)c2)S(=O)(=O)c2c(C)[nH]c(=O)[nH]c2=O)cc1	1	7	/	-2	-5	-7	-9	-2	-6	1
CCOc1ccc(OCCOCCN2CCOCC2)cc1	-4	-25	-1.2	-2	1	10	-3	-1	3	1
Cc1cccc2cc(C3CC(c4cccs4)=NN3C(=O)CCC(=O)O)c(Cl)nc12 (centres undefined)	3	16	-0.7	-2	9	-13	-7	-12	1	1
CC(=O)Nc1ccc(S(=O)(=O)NCCC(=O)NNC(=O)c2ccncc2)cc1	0	-10	-0.7	-3	1	-7	16	-4	14	-2
CN1CCC2(CC1)N=C(c1ccc(F)cc1)C(=S)N2C(=O)c1ccccc1	-2	-9	0.2	0	-3	1	9	-7	-12	0
CCOc1ccccc1-c1nc2c(s1)CCc1onc(-c3ccc(OC)cc3)c1-2	4	0	0.2	-4	-1	0	-12	-16	0	/
COc1cc(C)c(C(C)C)cc1S(=O)(=O)n1ccnc1	0	-10	0.8	-2	-5	1	2	11	12	-2
Cc1ccc(/C=N/NC(=O)Cc2cccs2)o1	0	-9	-0.6	1	-2	-2	-8	1	3	0

The list continues:
SMILES	HTR5A ag	SR-BI DiI inh	CDK5 p35 inh	Wnt bcat act	V-ATPase pHluor	dFosB act	HTR5A inv ag	PvdQ acylase	MITF act	NSD2 HMT inh
COc1ccccc1Oc1ccc2c(c1)C(=O)N(c1ccc(O)cc1)C2=O	2	19	-1.1	/	3	13	-15	-15	7	0
Cc1ccc(S(=O)(=O)Nc2c(NC3CCCCC3)c3ccccc3oc2=O)c(C)c1	-8	9	0.7	/	0	-15	-12	-13	2	1
CCC(=O)/C=C1/Sc2ccc(OC)cc2N1CCO	-4	2	0.5	1	0	3	17	-10	-5	-1
CC(=O)Nc1ccc(NC(=O)C(C)OC(=O)CNS(=O)(=O)c2cccc(Cl)c2)cc1 (centres undefined)	-1	-4	-2.6	0	1	-4	-15	-13	-13	-1
CCOC(=O)N1CCN(S(=O)(=O)c2ccc3c(c2)CCN3C(=O)C2CCC2)CC1	-1	-3	-1.1	/	0	1	3	-3	/	/
O=C(NNCc1ccccc1)c1ccccc1	2	-7	0.9	-4	0	-3	-7	-17	2	26
CCNc1nc(SCC(=O)Nc2ccccc2)nc(N2CCOCC2)n1	-2	18	-2.6	-1	0	1	6	-9	-8	-5
COc1cc(OC)cc(-c2cc3nc4c(c(N5CCN(c6ncccn6)CC5)n3n2)CCCC4)c1	0	45	0.0	-3	3	-7	10	-13	32	-6
Cc1ccc(NC(=S)NCCc2ccccc2)nc1	8	23	2.3	8	-3	-6	10	8	84*	-1
COc1ccc(OC)c(NC(=O)CSc2nc3cccnc3n2C)c1	-1	25	2.1	-2	3	-4	-34	-10	-14	2
COC(=O)c1ccc(COc2ccccc2/C=C(\C#N)C(=O)Nc2c(C)cc(C)cc2C)cc1	1	28	-1.5	0	-1	-14	-3	-11	-9	-2
Cc1ccc(-n2c(SCC(=O)N3CC(=O)Nc4ccccc43)nc3ccccc3c2=O)cc1	-1	-3	2.5	/	0	4	4	7	9	1
Cc1cc(N2CCC(N(C)C3CCCC3)CC2)nc2cc(O)ccc12	1	-25	0.5	-5	-2	7	-2	-2	-8	/
O=C(CN1CCN(c2ccccn2)CC1)Nc1cccc(F)c1	3	-17	1.3	1	-1	-4	-11	3	-8	-4
COc1ccc(C(C(=O)NCc2ccccc2)N(Cc2ccc3c(c2)OCO3)C(=O)c2cnccn2)cc1 (centres undefined)	5	3	1.1	/	-1	0	8	-5	-16	0
CSc1ccccc1-n1nnnc1SCC(=O)Nc1ccccc1C	-2	4	-0.9	/	4	-12	17	-15	-5	-3
CC(NS(=O)(=O)c1ccc(Cl)c(Cl)c1)C(=O)Nc1cccnc1 (centres undefined)	-1	-3	1.1	-5	-1	2	2	4	3	1
Cc1ccnc(N2CCCC(C(=O)Nc3nnc(C)s3)C2)n1 (centres undefined)	1	-15	-0.4	/	-1	5	13	-13	-6	-3
COc1cccc(C2/C(=C(\O)c3ccc4c(c3)OCCO4)C(=O)C(=O)N2CCCN2CCOCC2)c1OC (centres undefined)	5	-24	3.5	/	2	2	15	-11	6	/
COc1ccc(Cl)c(NC(=O)Nc2c(C)n(-c3ccccc3)c(=O)n2C)c1	1	5	1.2	0	-2	-6	-15	-2	/	0
C/C(=N\NC(=O)c1ccn(C)n1)c1cccc(NC(=O)c2ccncc2)c1	-2	-23	-0.5	-8	-1	-6	-10	5	-3	-4

From PubChem BioAssay
